OXTR potentiator: potentiates the human oxytocin receptor response; CHO-OTR cells, Fluo-8 calcium fluorescence, potentiator mode; 0% = oxytocin EC15, 100% = EC100; P30559; AID 2445; actives 0.061% (n = 320,000); activation, % at 3 µM;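 active = activation above that plate's cutoff, the mean activation of tested compounds plus 3 SD, cut at about 6.6% in these data, passing the limit was not always enough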;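 also: 100% uses oxytocin at 75 nM as the full agonist control; some results filed as inactive read as strong as hits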
Target sequence (P30559 whole entry, looked up): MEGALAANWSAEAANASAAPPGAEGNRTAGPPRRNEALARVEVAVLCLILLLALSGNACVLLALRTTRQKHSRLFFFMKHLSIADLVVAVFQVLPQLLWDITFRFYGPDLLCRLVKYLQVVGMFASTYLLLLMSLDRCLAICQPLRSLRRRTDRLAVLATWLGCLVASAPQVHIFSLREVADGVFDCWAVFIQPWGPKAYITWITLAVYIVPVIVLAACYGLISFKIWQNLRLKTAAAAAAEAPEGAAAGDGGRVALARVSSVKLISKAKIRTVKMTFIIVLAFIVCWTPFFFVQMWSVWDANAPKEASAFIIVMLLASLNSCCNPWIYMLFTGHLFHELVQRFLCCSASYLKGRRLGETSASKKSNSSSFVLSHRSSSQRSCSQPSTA
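Dosing: Single dose, 3.0 µM nominal final compound concentration | Material: Human OTR in CHO cells | Technique: Kinetic Fluo-8 calcium fluorescence | Benchmarks: EC15 oxytocin alone as 0%, 75 nM oxytocin as 100% | Probe or stimulus: Oxytocin at about EC15, sub-maximal agonist stimulus | Incubation: Compound 6 min at room temperature before oxytocin, 100 s read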
TAAR1 antag: human TAAR1 antagonism | Q96RJ0 | AID 624466 | inhibition, % at 3 µM | actives 1.5% (n = 360,000) | CHO RD-HGA16 TAAR1, Fluo-8 calcium fluorescence, antagonist;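 active = inhibition above a per-plate cutoff, the mean inhibition of test compounds on that plate plus 3 SD, cut at about 49% in these data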;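 also: 0% = DMSO plus EC80 beta-PEA response and 100% = DMSO alone without agonist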
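Assay system: CHO-derived RD-HGA16 cells stably expressing human TAAR1 plus Gα16. Timing: 140 s kinetic read after compound, 140 s after agonist. Technique: kinetic Fluo-8 calcium fluorescence measurement. Measure: % inhibition of agonist calcium response.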
M1 ag: human M1 muscarinic receptor agonism. P11229. CHO-K1 hM1, Fluo-8 calcium fluorescence, agonist mode; 0% DMSO, 100% acetylcholine EC100. activation, % at 3 µM. actives 0.33% (n = 360,000);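 active = activation above the run's mean compound activation plus 3 SD, cut at about 16% in these data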;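 also: peak over basal fluorescence ratio within a 140 s kinetic read after compound addition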
Target sequence (P11229 whole entry, looked up): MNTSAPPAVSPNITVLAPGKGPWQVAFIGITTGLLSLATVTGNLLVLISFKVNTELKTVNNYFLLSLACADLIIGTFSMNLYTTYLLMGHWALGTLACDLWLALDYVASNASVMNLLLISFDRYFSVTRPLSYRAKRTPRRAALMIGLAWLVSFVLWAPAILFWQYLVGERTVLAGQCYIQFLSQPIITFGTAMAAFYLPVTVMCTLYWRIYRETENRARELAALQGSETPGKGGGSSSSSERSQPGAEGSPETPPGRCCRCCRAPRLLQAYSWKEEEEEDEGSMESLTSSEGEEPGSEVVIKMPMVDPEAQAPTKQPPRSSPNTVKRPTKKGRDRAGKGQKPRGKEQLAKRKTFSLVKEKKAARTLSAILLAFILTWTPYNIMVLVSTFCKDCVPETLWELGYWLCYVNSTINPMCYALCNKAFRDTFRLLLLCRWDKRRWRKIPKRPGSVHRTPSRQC
CHO parental Ca: counter-screen for OX1R antagonists: effect in parental CHO cells. parental CHO-K1, ATP-induced calcium, Fluo-8 fluorescence. actives 0.63% (n = 330,000). inhibition, % at 5.6 µM. AID 463079;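 active = inhibition above that plate's mean sample inhibition plus 3 SD, cut at about 26% in these data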;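 also: 0% = ATP-challenged DMSO wells and 100% = DMSO wells without ATP; some compounds past the cut are filed as inactive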
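test system = CHO parental line | reagent = ATP stimulus | measured by = intracellular calcium via Fluo-8 no-wash fluorescent dye | control set = ATP and no-ATP DMSO wells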
CHRM1 antagonist: antagonists of human M1 muscarinic receptor; P11229; CHO-K1 hM1, Fluo-8 calcium fluorescence, ACh EC80 antagonist; inhibition, % at 3 µM; actives 1.3% (n = 360,000); AID 588852;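 active = percent inhibition above its own plate's cutoff, namely the mean of that plate's compound wells plus 3 SD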;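 also: peak over basal fluorescence ratio during 140 s after agonist addition; 0% = ACh EC80 plus DMSO and 100% = DMSO alone without agonist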
CHO-K1 Ca antag: M1 antagonist counterscreen hit in parental CHO-K1 cells. ATP-induced calcium, Fluo-8 fluorescence. inhibition, % at 3 µM. actives 0.6% (n = 360,000). AID 602250;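 active = inhibition above a per-plate cutoff, the plate's mean sample inhibition plus 3 SD, cut at about 24% in these data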;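 also: 0% = DMSO plus EC80 ATP and 100% = DMSO alone without ATP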
TAAR1 agonist: human TAAR1 agonism | actives 0.99% (n = 360,000) | CHO RD-HGA16 TAAR1, Fluo-8 calcium fluorescence; vehicle wells 0%, saturating PEA agonist 100% | Q96RJ0 | activation, % at 3 µM;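 active = activation above the mean activation of all test compounds in the run plus 3 SD, cut at about 38% in these data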
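Test system: RD-HGA16 (CHO) cells co-expressing Gα16 and hTAAR1; dosing: one-point dosing at 3 µM (nominal); timing: 17-24 h seeding, 75 min 37 °C dye, 30 min RT; signal: kinetic Fluo-8 calcium fluorescence; read-out basis: % activation relative to PEA EC100 response; controls: DMSO and PEA EC100; replicates: n 1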
M1 ag parental: counter-screen for M1 agonists: effect in parental CHO-K1 cells; actives 0.48% (n = 360,000); activation, % at 3 µM; Fluo-8 calcium fluorescence; scaled to maximal ATP response, vehicle zero; in the data active = activation above about 15%;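 also: untransfected CHO-K1 host cells lacking M1 receptor as counterscreen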
M1 PAM parental: nonselective activator or artifact in parental CHO-K1 calcium assay; activation, % at 3 µM; ATP EC20, Fluo-8 calcium fluorescence; 0% at ATP EC20, 100% at ATP max; AID 602247; actives 0.02% (n = 360,000);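 active = activation above the run cutoff, the mean activation of all test compounds plus 3 SD, cut at about 40% in these data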;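 also: peak over basal fluorescence ratio in a 140 s read after ATP addition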
An asterisk follows results filed as active; . = not tested or not shown.

Each structure is followed by: OXTR potentiator	TAAR1 antag	M1 ag	CHO parental Ca	CHRM1 antagonist	CHO-K1 Ca antag	TAAR1 agonist	M1 ag parental	M1 PAM parental
> COC(=O)c1ccc(C)c(NC(=O)CCSc2ccc(C)cc2)c1
 : -2	17	-7	2	-1	2	9	3.9	-2
> CC12CCC(C(=O)Nc3ccccc3N3CCOCC3)(CC1=O)C2(C)C (configuration not stated)
 : -13	-21	-2	-15	-5	-8	1	-0.1	12
> COCC(C)n1c(C)cc(C(=O)COc2ccc(S(=O)(=O)N3CCOCC3)cc2Cl)c1C (configuration not stated)
 : -6	-7	-2	-9	8	-1	13	4.1	14
> Cc1cc(C)c(C#N)c(SCc2nc3ccccc3[nH]2)n1
 : 2	6	-7	-20	-10	-4	13	0.5	13
> COc1ccccc1NC(=O)c1ccc2nc(C)c(C)nc2c1
 : 0	-18	-3	-14	11	6	0	0.6	-13
> COc1ccc(C2C(C#N)=C(N)Oc3n[nH]c(C)c32)cc1Cn1nc(C)c([N+](=O)[O-])c1C (configuration not stated)
 : -7	-8	-4	-12	-9	1	0	-0.1	-7
> COC(=O)c1ccc(NC(=O)c2cccc(N3C(=O)C4C5C=CC(C6CC56)C4C3=O)c2)cc1 (configuration not stated)
 : -13	65*	0	-6	4	-2	13	5.8	-6
> O=C(Nc1ccccn1)c1ccc(CN(c2ccccc2)S(=O)(=O)c2ccccc2)cc1
 : -12	29	-12	-5	1	0	5	1.3	3
> Cc1ccc2c(c1)c1c3n2CCN=C3CCC1
 : -2	-3	-5	-13	-1	-8	18	0.0	16
> Nc1nnnn1/N=C/c1cccc(OCc2ccccc2Cl)c1
 : -2	0	-5	-8	-1	-10	2	0.3	10
> CCOC(=O)C1CCCN(C(=O)Cn2c(=O)c3cccn3c3cccnc32)C1 (configuration not stated)
 : -4	-27	3	-10	-8	-21	3	1.3	9
> Cc1ccc2oc(=O)cc(CN3CCN(Cc4ccccc4)CC3)c2c1
 : -6	5	-10	-19	4	-13	1	1.0	-10
> COc1ccc(CCNC(=O)COc2ccc(S(=O)(=O)NCC(C)C)cc2Cl)cc1OC
 : 2	9	0	-14	2	-1	10	2.8	8
> COc1ccc2c(c1OC)C(=O)OC2N1C(=O)CC[C@H]1C(=O)Nc1ccc(F)cc1F (some centres not stated)
 : 7	-18	-4	-12	-5	-1	2	0.1	5
> CCc1nc(NCc2cccnc2)c2oc3ccccc3c2n1
 : -7	14	-6	-21	-7	-7	3	1.4	9
> CCN1CCN(C(=O)Nc2cccc3ccccc23)CC1
 : -4	3	-4	-4	-4	10	4	0.3	-5
> CCN1C(=O)/C(=C2/Sc3ccc(OC)cc3N2C)SC1=Nc1ccc(OC)cc1
 : -27	-7	-6	-3	-6	-15	0	0.7	23
> COc1ccc2[nH]c(C)c(CCNc3ccc(C(F)(F)F)cc3[N+](=O)[O-])c2c1
 : -9	-20	-3	-44	2	11	0	-0.5	-9
> Cc1cccc(NC(=O)C2CCN(C(=O)NCc3ccccc3)CC2)c1C
 : -2	0	1	-2	-1	-6	6	0.3	7
> COc1cccc(N2CCN(S(=O)(=O)c3ccc(-c4cnc(C5CC5)o4)cc3)CC2)c1
 : -7	-18	-2	-14	-3	4	-1	0.9	-25
> Cc1cc(C)c2c(c1)NC(C(=O)O)C1CC=CC21 (configuration not stated)
 : -15	1	1	-12	-17	5	-1	1.3	-4
> CCCCCOc1ccc(/C=c2\sc3nc(=O)c(-c4ccccc4)nn3c2=O)cc1OC
 : -3	-6	0	-9	-16	4	0	-0.3	-9
> COc1cccc(C(=O)NCCSCc2ccccc2Cl)c1
 : 0	-6	-1	-21	-30	-12	8	0.8	18
> COc1cccc(-c2nnc3sc(C4CCCCC4)nn23)c1
 : -5	2	0	-23	-7	-11	19	1.7	22
> O=C(c1cccc2ccccc12)N1CCCCC1
 : -1	-15	-3	4	-19	-5	5	0.2	-4
> CCC(C(=O)N1CCN(Cc2ccc3c(c2)OCO3)CC1)n1c(=O)[nH]c2ccccc2c1=O (configuration not stated)
 : -8	-2	-4	-23	11	-4	2	0.8	3
> O=C1NC(c2ccccc2)=C(c2nc3ccccc3s2)C(c2ccc(F)cc2)N1 (configuration not stated)
 : 6	-6	-7	-15	-7	-10	14	0.8	29
> O=C(Nc1cccnc1)c1cc2nc(C3CC3)cc(C(F)(F)F)n2n1
 : 6	6	-2	-9	-33	-1	11	0.8	16
> COc1cccc(NC(=O)NCCC2=CCCCC2)c1
 : -4	-3	-9	-7	-1	-6	5	2.4	21
> CCn1c2ccccc2c2nnc(SCC(=O)NCCOC)nc21
 : 0	-1	-6	-12	-29	-14	2	0.4	11
> CC(=O)Oc1cccc(N2C(=O)c3ccccc3C2=O)c1
 : -5	-6	-6	-4	-14	-10	2	2.1	23
> O=C(NCCc1ccccc1)c1cccc2c(-c3cccnc3)coc12
 : .	5	-5	.	-5	-5	3	4.5	6
> Cc1cc(N2CCN(S(=O)(=O)c3ccc(Br)cc3)CC2)n2ncnc2n1
 : 9	-17	-3	-10	-2	-7	3	1.2	3
> CCCCOc1ccc(N(CC(=O)NCc2ccccc2)C(=O)c2csnn2)cc1
 : -9	-19	-3	-25	-10	-6	6	1.4	1
> CCCCn1c(SCC(=O)NC(=O)Cc2ccccc2)nc2ccccc2c1=O
 : -2	-2	-4	-17	-17	13	7	-0.8	-11
> OC1(c2ccc(F)cc2)CCN(Cc2nnnn2Cc2cccs2)CC1
 : -9	3	-7	-8	-5	-13	7	1.8	22
> Cc1ccc(C)c(C(=O)Nc2c(C(N)=O)oc3ccccc23)c1
 : -5	-11	-1	-14	11	12	-1	4.5	11
> COC(=O)c1ccccc1NC(=O)c1sc(N)nc1C
 : -6	9	-4	-4	-7	-6	3	0.0	14
> O=C(NCCN1CCOCC1)c1c(O)nc2sccn2c1=O
 : -5	-12	-3	9	-17	-3	0	0.9	4
> O=C(NCC1CCCO1)c1cnn2c1NC(c1ccccc1)CC2C(F)(F)F (configuration not stated)
 : -3	-28	-6	-15	-10	-9	2	-0.4	18

3 entries from above, arranged by molar mass, falling:
Each structure is followed by: OXTR potentiator	TAAR1 antag	M1 ag	CHO parental Ca	CHRM1 antagonist	CHO-K1 Ca antag	TAAR1 agonist	M1 ag parental	M1 PAM parental
> Cc1ccc(C)c(C(=O)Nc2c(C(N)=O)oc3ccccc23)c1
 : -5	-11	-1	-14	11	12	-1	4.5	11
> CC(=O)Oc1cccc(N2C(=O)c3ccccc3C2=O)c1
 : -5	-6	-6	-4	-14	-10	2	2.1	23
> O=C(c1cccc2ccccc12)N1CCCCC1
 : -1	-15	-3	4	-19	-5	5	0.2	-4

(next part)
Each structure is followed by: OXTR potentiator	TAAR1 antag	M1 ag	CHO parental Ca	CHRM1 antagonist	CHO-K1 Ca antag	TAAR1 agonist	M1 ag parental	M1 PAM parental
> Cc1ccc2cc(C#N)c(SCC(=O)NNC(=O)Cc3ccccc3)nc2c1
 : .	-5	3	.	-3	25*	1	-0.4	-16
> O=C(NCC1(N2CCCCC2)CCCCC1)c1ccc(NS(=O)(=O)c2ccc(F)cc2)cc1
 : 6	5	-8	-23	-2	5	0	0.0	-7
> Cc1nnc2ccc(Oc3ccc(-c4ccccc4)cc3)nn12
 : -7	29	-3	8	34*	40*	3	10	-8
> O=C(NCc1ccco1)c1cccc(-c2ccc3nncn3c2)c1
 : .	-12	0	.	15	-4	3	0.3	-10
> COc1ccc(NC(=O)N2Cc3ccccc3CC2C(=O)NC(C)(C)C)cc1 (configuration not stated)
 : -2	-18	-3	-22	8	9	4	0.2	-4
> CC(=O)C[C@H](O)CC(=O)[C@@H]1OC(=O)CCCCCCc2ccccc21
 : -5	7	-7	-9	-3	-2	8	0.2	-5
> C=CCNc1nc(N)c([N+](=O)[O-])c(NC2CCCCC2)n1
 : -1	-43	0	-45	-1	-15	21	-0.1	12
> Cc1nn(CC(=O)NCCCN2CCN(Cc3ccccc3)CC2)c(=O)c2cc(-c3ccccc3)nn12
 : -7	-6	-1	4	21	-2	3	8.0	-6
> CC(C)C(=O)Nc1ccccc1N1CCN(C(=O)c2ccccc2)CC1
 : -4	-27	0	-10	-62	4	10	-0.6	2
> CCN(CC)S(=O)(=O)c1cc(NC(=O)c2ccc3c(c2)NC(=O)C(C)S3)ccc1C (configuration not stated)
 : -11	73*	0	3	21	-5	16	13	-2
> OCCCNc1ncnc2c1ncn2[C@H]1CN(Cc2ccc3c(c2)OCO3)C[C@@H](CO)O1
 : .	-16	-2	.	-3	4	1	0.3	13
> O=C(Cn1cc2c(n1)CCCCC2)NCc1cccs1
 : -1	-7	-2	2	-14	-1	1	0.3	13
> COc1ccc(OC)c(CNC(=O)CCS(=O)(=O)c2ccc3c(c2)oc(=O)n3C)c1
 : -4	-23	-3	-17	1	-1	16	-0.1	-16
> CCn1cc(C(=O)OC)c(=O)c2ccc(C)nc21
 : -3	-21	-5	12	-11	-11	0	-0.6	11
> CCCCCOc1ccccc1C(=O)NCCCC(=O)O
 : -16	-11	0	-1	-11	-17	19	0.7	15
> CC(C)(C)Cc1c(-c2ccc(Br)cc2)nc2ccc(Cl)cn12
 : .	1	3	.	26*	-15	5	0.5	16
